# Screening results from PubChem BioAssay.
# CXXC DNA block: inhibitors of human MLL CXXC domain-DNA interaction | Q03164 | Potency, µM (top dose mostly 115 µM), without a hit: top-dose activity change, negative = inhibition, hits mostly inhibitors | AID 2662 | actives 0.037% (n = 290,000) | MLL-CXXC / FITC-HOXA9 DNA fluorescence polarization; active means well fitted inhibition curve with a large enough effect in the polarisation, with a control signal flat, not every such curve was filed as active; inconclusive means small, poorly fitted or top-dose-only effect, or effect the other way, or a change in a side signal; inactive means no such curve, though single readings can be large or run the other way; the % refers to the polarisation; further: potency means the concentration at half of the fitted maximal effect
# Target sequence (Q03164 whole entry, looked up, the tested form may be a part): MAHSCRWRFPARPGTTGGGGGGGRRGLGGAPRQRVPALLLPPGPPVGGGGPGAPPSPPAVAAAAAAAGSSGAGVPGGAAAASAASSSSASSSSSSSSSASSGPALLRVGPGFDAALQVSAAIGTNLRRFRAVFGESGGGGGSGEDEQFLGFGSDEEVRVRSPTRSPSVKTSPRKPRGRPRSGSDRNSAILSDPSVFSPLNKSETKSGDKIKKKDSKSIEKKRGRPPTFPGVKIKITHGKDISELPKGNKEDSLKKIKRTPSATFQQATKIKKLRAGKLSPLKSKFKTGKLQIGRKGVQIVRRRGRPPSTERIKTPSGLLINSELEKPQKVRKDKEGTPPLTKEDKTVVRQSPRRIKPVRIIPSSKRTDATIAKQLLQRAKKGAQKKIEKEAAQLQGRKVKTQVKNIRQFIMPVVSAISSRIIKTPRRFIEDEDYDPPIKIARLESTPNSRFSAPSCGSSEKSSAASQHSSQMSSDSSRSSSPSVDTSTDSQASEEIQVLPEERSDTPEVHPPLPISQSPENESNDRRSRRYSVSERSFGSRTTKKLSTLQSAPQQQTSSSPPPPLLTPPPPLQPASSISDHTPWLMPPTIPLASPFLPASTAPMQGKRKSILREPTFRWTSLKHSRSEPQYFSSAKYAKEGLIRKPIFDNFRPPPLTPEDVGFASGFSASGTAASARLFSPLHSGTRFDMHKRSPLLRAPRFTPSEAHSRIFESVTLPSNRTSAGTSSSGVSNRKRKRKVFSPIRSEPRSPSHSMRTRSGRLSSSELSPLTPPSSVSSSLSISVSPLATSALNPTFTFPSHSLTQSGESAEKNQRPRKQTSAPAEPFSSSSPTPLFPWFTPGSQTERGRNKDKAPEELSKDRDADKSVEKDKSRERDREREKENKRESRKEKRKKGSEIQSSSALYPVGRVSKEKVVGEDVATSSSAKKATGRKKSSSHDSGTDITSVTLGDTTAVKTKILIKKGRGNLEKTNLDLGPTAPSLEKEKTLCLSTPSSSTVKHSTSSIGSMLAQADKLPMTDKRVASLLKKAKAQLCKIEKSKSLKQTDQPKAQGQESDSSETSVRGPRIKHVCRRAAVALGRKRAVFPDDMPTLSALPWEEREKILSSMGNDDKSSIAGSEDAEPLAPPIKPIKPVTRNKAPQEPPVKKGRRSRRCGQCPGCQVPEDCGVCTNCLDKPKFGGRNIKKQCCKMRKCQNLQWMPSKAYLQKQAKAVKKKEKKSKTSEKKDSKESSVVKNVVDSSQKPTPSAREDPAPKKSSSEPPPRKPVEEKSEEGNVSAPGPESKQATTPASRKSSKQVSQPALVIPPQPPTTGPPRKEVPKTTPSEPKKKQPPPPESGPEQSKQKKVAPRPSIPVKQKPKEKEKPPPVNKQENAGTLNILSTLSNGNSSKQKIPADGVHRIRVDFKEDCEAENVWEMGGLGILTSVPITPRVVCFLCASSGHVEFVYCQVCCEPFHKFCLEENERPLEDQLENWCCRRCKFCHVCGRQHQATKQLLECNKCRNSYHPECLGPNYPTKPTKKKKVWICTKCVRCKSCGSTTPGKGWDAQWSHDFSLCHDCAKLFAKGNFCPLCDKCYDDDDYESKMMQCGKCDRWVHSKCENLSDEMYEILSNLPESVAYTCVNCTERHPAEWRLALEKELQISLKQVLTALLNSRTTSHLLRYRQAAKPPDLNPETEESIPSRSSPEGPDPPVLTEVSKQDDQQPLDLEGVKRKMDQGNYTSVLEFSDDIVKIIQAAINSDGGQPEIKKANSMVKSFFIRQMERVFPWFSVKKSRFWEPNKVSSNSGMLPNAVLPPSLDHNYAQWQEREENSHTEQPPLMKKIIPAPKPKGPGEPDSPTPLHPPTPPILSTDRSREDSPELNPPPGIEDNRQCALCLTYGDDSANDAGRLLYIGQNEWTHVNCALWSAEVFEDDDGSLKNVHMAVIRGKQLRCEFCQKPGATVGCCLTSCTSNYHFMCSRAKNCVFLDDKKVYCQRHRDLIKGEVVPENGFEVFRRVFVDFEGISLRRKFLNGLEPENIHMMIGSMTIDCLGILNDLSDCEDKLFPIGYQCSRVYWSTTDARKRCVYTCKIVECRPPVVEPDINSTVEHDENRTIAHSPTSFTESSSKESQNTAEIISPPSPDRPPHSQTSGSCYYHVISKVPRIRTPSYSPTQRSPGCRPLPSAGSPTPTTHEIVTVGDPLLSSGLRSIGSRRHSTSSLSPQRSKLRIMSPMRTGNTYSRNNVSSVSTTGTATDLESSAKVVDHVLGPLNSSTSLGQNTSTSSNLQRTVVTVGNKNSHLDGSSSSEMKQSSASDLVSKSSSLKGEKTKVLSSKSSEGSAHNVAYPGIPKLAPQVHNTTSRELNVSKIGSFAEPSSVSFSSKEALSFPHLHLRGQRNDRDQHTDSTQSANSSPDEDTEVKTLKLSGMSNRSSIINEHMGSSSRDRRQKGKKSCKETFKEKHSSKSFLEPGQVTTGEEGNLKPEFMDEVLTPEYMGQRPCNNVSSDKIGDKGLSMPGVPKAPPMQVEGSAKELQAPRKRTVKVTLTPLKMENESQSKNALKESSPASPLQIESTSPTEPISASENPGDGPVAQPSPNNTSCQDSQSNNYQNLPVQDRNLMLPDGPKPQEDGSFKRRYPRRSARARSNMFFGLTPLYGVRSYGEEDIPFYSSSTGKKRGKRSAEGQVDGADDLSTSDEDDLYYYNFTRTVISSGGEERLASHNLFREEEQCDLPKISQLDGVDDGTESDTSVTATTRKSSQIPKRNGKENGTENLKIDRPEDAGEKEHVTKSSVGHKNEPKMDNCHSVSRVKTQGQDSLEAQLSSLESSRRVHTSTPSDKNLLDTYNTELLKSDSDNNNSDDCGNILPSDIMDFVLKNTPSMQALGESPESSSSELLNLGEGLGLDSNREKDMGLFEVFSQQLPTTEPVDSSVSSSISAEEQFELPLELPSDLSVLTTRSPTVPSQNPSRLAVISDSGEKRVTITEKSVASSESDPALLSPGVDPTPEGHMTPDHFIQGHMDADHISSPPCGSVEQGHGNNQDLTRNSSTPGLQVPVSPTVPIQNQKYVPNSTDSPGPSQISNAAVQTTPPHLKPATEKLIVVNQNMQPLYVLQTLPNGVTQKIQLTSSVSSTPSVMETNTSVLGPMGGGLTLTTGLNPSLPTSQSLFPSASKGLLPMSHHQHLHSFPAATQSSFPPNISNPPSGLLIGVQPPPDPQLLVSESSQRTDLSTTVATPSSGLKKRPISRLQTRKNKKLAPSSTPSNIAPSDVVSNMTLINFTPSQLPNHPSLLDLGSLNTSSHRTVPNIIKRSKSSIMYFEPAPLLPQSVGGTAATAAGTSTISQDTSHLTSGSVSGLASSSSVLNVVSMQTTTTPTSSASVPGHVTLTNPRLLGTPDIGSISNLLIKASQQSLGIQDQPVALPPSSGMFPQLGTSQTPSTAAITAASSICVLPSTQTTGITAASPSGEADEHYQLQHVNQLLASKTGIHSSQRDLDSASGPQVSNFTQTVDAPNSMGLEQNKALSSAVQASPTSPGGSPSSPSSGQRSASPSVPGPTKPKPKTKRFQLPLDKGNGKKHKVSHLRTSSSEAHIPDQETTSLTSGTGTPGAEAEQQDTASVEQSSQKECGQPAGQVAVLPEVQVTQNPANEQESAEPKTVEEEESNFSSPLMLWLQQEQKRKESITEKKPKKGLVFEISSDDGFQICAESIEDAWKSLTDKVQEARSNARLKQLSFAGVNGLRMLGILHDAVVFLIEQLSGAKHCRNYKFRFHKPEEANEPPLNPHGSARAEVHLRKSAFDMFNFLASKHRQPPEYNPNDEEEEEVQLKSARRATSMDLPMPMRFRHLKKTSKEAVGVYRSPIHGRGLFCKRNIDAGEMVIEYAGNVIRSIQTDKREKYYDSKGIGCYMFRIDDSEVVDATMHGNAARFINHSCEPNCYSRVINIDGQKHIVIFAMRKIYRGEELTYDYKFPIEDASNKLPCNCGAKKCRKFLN
#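 Steps: dispense CXXC domain solution (7 uM) → pin compounds or unlabeled HOX-A9 DNA control → 5 min ambient → add FLSN-HOX-A9 solution (50 nM) → spin → 30 min ambient → fluorescence polarization. Tris pH 7.5/NaCl/DTT/BSA buffer.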
# a7 integrin act: activates integrin-mediated alleviation for muscular dystrophy; alpha7betagal myoblasts, beta-gal FDG fluorescence, 48 h; Potency, µM (highest dose often 38.3 µM), without a hit: top-dose activation, usual class: activators; actives 0.064% (n = 350,000);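 further: potency means the concentration at half of the fitted maximal effect; 100% = response of the positive control SU9516; nearly all actives have a fitted effect of over 60% in size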
#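 Alpha7betagal+/- myoblasts (passage 13) were plated 16-24 hr, then exposed to compounds (1:260 dilution of DMSO stock) for 48 hours at 37C. After MPER lysis, β-galactosidase reporter activity was read as FDG fluorescence (ex 480/em 540) after 30 minutes.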
# AT treatment: candidate therapy for ataxia-telangiectasia | […] A-T fibroblasts, KAP-1 phosphorylation AlphaLISA; neocarzinostatin DNA damage 30 min before lysis | Potency, µM (titrated, usually from 57.5 µM), for inactives: at the highest dose activation, usual class: activators | actives 0.19% (n = 320,000) | AID 485349; further: potency means the concentration at half of the fitted maximal effect; % of control where 0% means no effect; nearly all actives have a fitted effect of over 45% in size
#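 ATM-like activity read as KAP-1 phosphorylation via AlphaLISA donor/acceptor antibody pairs after lysis and 6 hr at 25C. Cells were ATM-null patient fibroblasts ([…], hTERT), dosed 60 min, then exposed to the DSB inducer NCS for 30 min.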
# ASM inhibitor: blocks human secretory acid sphingomyelinase; P17405; placental ASM, HMU-PC fluorogenic substrate, 60 min; Potency, µM (titrated, usually from 57.5 µM), inactives show at the top dose activity change, negative = inhibition, usual class: inhibitors; actives 0.006% (n = 340,000); further: potency means the concentration at half of the fitted maximal effect
#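 Steps: dispense placental human ASM, pin compound, wait 10 min at room temperature, add HMU-PC0 substrate at 9 uM final, incubate 60 min at 37 °C, add stop solution raising pH to 10, read fluorescence.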
# PTAP TSG101 blk: blocks PTAP/TSG101 interaction to inhibit HIV-1 budding; Fluorescence polarization, FITC-PTAP peptide / Tsg101 binding; Q99816; 340,000 tested, under 10 active; AID 493005; Potency, µM (doses to about 115 µM), inactives show at the top dose activity change, negative = inhibition, hits mostly inhibitors; active means well fitted inhibition curve with a large enough effect in the main read-out, with a control signal flat, not every such curve was filed as active; inconclusive means small, poorly fitted or top-dose-only effect, or effect the other way, or a change in a side signal; inactive means no such curve, though single readings can be large or run the other way; further: potency means the concentration at half of the fitted maximal effect; % of control where 0% means no effect
#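 Fluorescence polarization binding of Tsg101 binding domain (10 uM final) to FITC-labeled PTAP peptide (50 nM final) in HEPES pH 7.5 buffer with NaCl, Tween 20, EDTA, TCEP. Compounds added before peptide; binding 20 min at RT.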
# Menin-MLL TR inh: menin-MLL binding inhibition, Texas Red mutant peptide | O00255 | Menin + Texas Red MLL mutant peptide, fluorescence polarization | Potency, µM (doses to about 61.6 µM), inactives show at the highest dose FP activity change, negative = inhibition, usual class: inhibitors | actives 0.23% (n = 270,000) | AID 1768; active means well fitted inhibition curve with a large enough effect in the polarisation, with a control signal flat, not every such curve was filed as active; inconclusive means small, poorly fitted or top-dose-only effect, or effect the other way, or a change in a side signal; inactive means no such curve, though single readings can be large or run the other way; the % refers to the polarisation; further: potency means the concentration at half of the fitted maximal effect; % of control where 0% means no effect; many of its hits are not listed in these tables
# MBNL1 CUG block: blocks human MBNL1 binding to CUG repeat RNA | Q9NR56 | TR-FRET MBNL1-His/biotin-(CUG)12 binding, 665/545 ratio | Potency, µM (top dose mostly 57.5 µM), for inactives: at the top dose activity change, negative = inhibition, most hits filed as inhibitors | actives 0.036% (n = 280,000); active means well fitted inhibition curve with a large enough effect in the signal ratio, with a control signal flat, not every such curve was filed as active; inconclusive means small, poorly fitted or top-dose-only effect, or effect the other way, or a change in a side signal; inactive means no such curve, though single readings can be large or run the other way; the % refers to the signal ratio; further: potency means the concentration at half of the fitted maximal effect; on the % scale 0 is the no-effect control and ±100 the full control effect
#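 Ratiometric TR-FRET (665 over 545 nm, excitation 340 nm) tracks disruption of MBNL1-His/biotin-(CUG)12 complex after 60 min at room temperature, with compounds at 92 nM to 58 uM final.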
# TSHR antagonist: blocks TSH signaling through the human TSH receptor. activity change, negative = inhibition, % at 11.5 µM. TSHR-expressing cells, TSH-stimulated cAMP HTRF, 2 h; stronger effect = lower value. P16473. AID 504810. actives 0.2% (n = 330,000);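 active means activity change below a set negative limit, meaning inhibition stronger than a set level, cut at about -70% in these data; inconclusive means activity change between two set negative limits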; further: on the % scale 0 is the no-effect control and ±100 the full control effect
#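 Antagonism was scored as loss of TSH-driven cAMP in TSHR cells, stimulated with 4nM TSH (EC80) for 2 hours at 37 deg C and detected by homogeneous HTRF competition immunoassay.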
# TCR act: activates T cell receptor signaling; Potency, µM (titrated, usually from 9.22 µM), for inactives: at the highest dose activation of IL-2 secretion, most hits filed as activators; 330,000 tested, under 10 active; primary human leukocytes, anti-CD3, IL-2 HTRF, 48 h; further: % of control where 0% means no effect
#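 HTRF read-out of IL-2 secretion: europium cryptate donor excited at 320nm, d2 acceptor emission at 665nm. Cells were primary human leukocytes incubated 48 hr with compounds and a-CD3 beads, supplying TCR signal only.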
# Mito fusion yeast: inhibitors of mitochondrial division or activators of mitochondrial fusion; Potency, µM (titrated, usually from 46.1 µM), for the others: at the highest dose growth rescue (activation), usual class: activators; S. cerevisiae fusion-defective mutant growth rescue, CellTiterGlo 48 h; actives 0.23% (n = 320,000); AID 485298;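 further: potency means the concentration at half of the fitted maximal effect; % of control where 0% means no effect; nearly all actives have a fitted effect of over 45% in size; temperature-sensitive fusion mutants such as fzo1-1 at 37 °C on non-fermentable ethanol glycerol medium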
#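 S. cerevisiae fusion-defective temperature-sensitive mutants (e.g. fzo1-1, mgm1-5) grown 48 h at 37C in YPEG (ethanol/glycerol non-fermentable) medium with 23 nl compound per well; growth rescue read as CellTiterGlo luminescence.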
# Active calls of the source: *; ? = inconclusive; nt = no result given; [ ] = remark or other dose. Unless noted, the call rests on the fitted dose curve; in most records, active means well fitted curve in the direction sought with a large enough effect; inconclusive means small, poorly fitted or top-dose-only effect, or another doubt; inactive means no such curve, though single readings can be large; an effect the other way counts as inactive or inconclusive. An excerpt; count on the stated rates, not on these rows.
# Value order: CXXC DNA block, a7 integrin act, AT treatment, ASM inhibitor, PTAP TSG101 blk, Menin-MLL TR inh, MBNL1 CUG block, TSHR antagonist, TCR act, Mito fusion yeast
CCS(=O)(=O)Nc1ccc2c(c1)OCO2
  15%, 7%, 3%, 2%, -3%, -1%, 10%, -5, 17%, -5%
CCCC(=O)Nc1ccc(C(=O)COC(=O)C2CC2)cc1
  nt, ?, 6%, -1%, -4%, nt, nt, nt, -1%, nt
CCc1cc(CNC(=O)c2cc(COc3ccc(C)nc3)on2)on1
  3%, 13%, 0%, nt, -1%, nt, 5%, -2, 6%, 1%
N#CCC(=O)N1CCCCCC1
  2%, 21%, 4%, -2%, -1%, 7%, 2%, -2, 0%, 0%
COc1ccccc1CNC(=O)OCc1nccnc1C(=O)Nc1ccc(Br)cn1
  12%, 2%, 15%, 1%, 0%, nt, 2%, 7, 4%, 0%
COc1ccc(C(CNC(=O)C(CCSC)NC(=O)c2ccccc2Cl)N2CCOCC2)cc1 (configuration not stated)
  nt, 1%, 0%, 5%, 0%, nt, nt, 2, 1%, -1%
COc1ccc(-c2cccc(NS(=O)(=O)c3cc([N+](=O)[O-])ccc3Cl)c2)nn1
  nt, -21%, 3%, -10%, -8%, nt, nt, -25, 15%, 8%
CC(C)(C)C1=Nn2c(nnc2-c2ccccc2F)SC1
  -12%, 1%[7.66 µM], 6%, 5%, -2%, -6%, 4%, -7, nt, 21%
CN(C)C(=O)COc1ccc(Br)cc1
  18%, 23%, -2%, -1%, 0%, 4%, 5%, 5, 9%[46.1 µM], -3%
Cc1csc(NC(=O)c2cccc(S(=O)(=O)N3CCCCC3)c2)n1
  9%, 9%, 2%, 0%, -1%, -11%, -3%, -11, -5%, 2%
CC1C(=O)Nc2ccc(S(=O)(=O)N3CCCCCC3)cc21 (configuration not stated)
  nt, -12%, 0%, 14%, -1%, nt, nt, 3, 3%, -1%
COc1ccc(S(=O)(=O)c2c[nH]c(=S)[nH]c2=O)cc1Cl
  9%, ?, 17%, 9%, -2%, 14%, 2%, -7, -4%, -5%
CCCOc1ccc(CCC(=O)N/N=C/c2ccncc2)cc1
  -4%, -22%, ?, -1%, -2%, nt, 3%, -7, 1%, 9%
N#Cc1ccccc1S(=O)(=O)N1CCN(c2cnccn2)CC1
  1%, 10%, 1%, 1%, -4%, 12%, 1%, 3, 11%, -5%
CCOC(=O)Cc1nn(C)c(=O)c2ccccc12
  4%, -7%, 4%, 7%, -4%, 5%, -8%, -7, -2%, 1%
CCOc1ncccc1C(=O)OCC(=O)NC1CCCCC1
  nt, -25%, 2%, 0%, -1%, nt, nt, 3, -6%, nt
Cc1c(C#N)c2ccccc2n1CC(=O)NCc1cccnc1
  0%, -10%, -2%, 7%, 0%, 18%, -1%, 5, -7%, -1%
O=C(NCCn1cc(SCc2ccc(F)cc2)c2ccccc21)c1c(F)cccc1F
  13%, 3%, -3%, -8%, -2%, 17%, 26%, -5, 3%, 13%
Cc1ccc(-c2nn(-c3ccccc3)cc2C(=O)NC2CCC(O)CC2)cc1 (configuration not stated)
  nt, 11%, 3%, 0%, -2%, nt, nt, -7, 1%, -2%
S=c1nc(-c2ccccc2)n(CCCn2ccnc2)c2c1CCCC2
  -10%, -30%, -1%, 6%, -3%, 0%, 3%, 1, -9%, 1%
CCOC(=O)C1C(=O)NC(N2CCc3ccccc32)=NC1c1ccccc1 (configuration not stated)
  0%, 3%, 6%, 0%, 0%, -20%, -8%, 40, 3%, 0%
COc1ccc(CN2CCN(C(C)C(=O)N3CCc4ccccc43)CC2)cc1OC (configuration not stated)
  5%, -24%, 3%, 0%, -12%, -9%, -5%, 17, -2%, 11%
CC(/C=N\NC(=O)Cn1c(C)nc2ccccc21)=C\c1ccccc1
  44%[activator], -42%, 9%, 0%, -2%, -28%, 10%, 14, 9%, -1%
COc1ccc(N=C2SCC(c3ccc([N+](=O)[O-])cc3)=NN2CCO)cc1
  -2%, 0%, 0%, -24%, -1%, nt, ?, -5, -4%, 5%
CCOc1ccccc1N1C(=O)c2cccnc2C1=O
  6%, 0%, 16%, 3%, -1%, -4%, ?, 8, 8%, 1%
O=C1C=C(c2cc3ccccc3s2)C[C@@H](c2ccc3c(c2)OCO3)C1
  nt, 23%, 2%, -11%, nt, nt, nt, -19, 2%, 27%
O=C(COc1ccccc1)Nc1ccc2[nH]ncc2c1
  6%, -29%, 0%, -5%, -6%, 0%, -3%, 17, 2%, 3%
COc1cc(S(=O)(=O)N2CCOCC2)ccc1NC(=O)COC(=O)/C=C/c1cc(OC)c(OC)c(OC)c1
  nt, -16%, -7%, 0%, -4%, nt, nt, -14, -3%, nt
CCCC(=O)NC(C)C(c1cccs1)N1CCN(c2ccccc2)CC1 (configuration not stated)
  5%, -13%, -1%, -2%, -4%, 1%, 2%, -8, -7%, 8%
CCCC(=O)Nc1ccc(C(=O)N/N=C/c2ccc[nH]2)cc1
  -4%, 20%, -1%, 7%, -2%, 4%, 7%, 14, 18%[46.1 µM], -1%
COc1ccc(C2C(C(C)=O)=C(Nc3ccccc3)CC(C)(O)C2C(C)=O)cc1OC (configuration not stated)
  7%, 29%, -1%, -8%, -7%, -21%, ?, 5, -3%[46.1 µM], -2%
CCOc1ccc2nc(NS(=O)(=O)c3cccs3)sc2c1
  -12%, -6%, 2%, 5%, -3%, ?, -5%, -13, nt, 3%
NC(Cc1ccc(OC(F)F)cc1)C(=O)O (configuration not stated)
  5%, 9%, -2%, 1%, -2%, nt, 2%, 2, -1%, -4%
O=C(NC1CCCc2ccccc21)c1ccccc1OC(F)F (configuration not stated)
  5%, 17%, 14%, -13%, -2%, 1%, -6%, -9, 10%, 18%
O=C(NCCC1=CCCCC1)c1ccc(Br)o1
  11%, 7%, 5%, 2%, -3%, -7%, -3%, 3, -5%, 9%
CC1CCc2ccccc2N1C(=O)c1cccs1 (configuration not stated)
  -2%, -19%, 19%, -2%, -3%, -3%, -10%, -11, 3%, 10%

# 9 successive compounds from above, quoted:
# Value order: CXXC DNA block, a7 integrin act, AT treatment, ASM inhibitor, PTAP TSG101 blk, Menin-MLL TR inh, MBNL1 CUG block, TSHR antagonist, TCR act, Mito fusion yeast
CCOc1ccccc1N1C(=O)c2cccnc2C1=O
  6%, 0%, 16%, 3%, -1%, -4%, ?, 8, 8%, 1%
O=C1C=C(c2cc3ccccc3s2)C[C@@H](c2ccc3c(c2)OCO3)C1
  nt, 23%, 2%, -11%, nt, nt, nt, -19, 2%, 27%
O=C(COc1ccccc1)Nc1ccc2[nH]ncc2c1
  6%, -29%, 0%, -5%, -6%, 0%, -3%, 17, 2%, 3%
COc1cc(S(=O)(=O)N2CCOCC2)ccc1NC(=O)COC(=O)/C=C/c1cc(OC)c(OC)c(OC)c1
  nt, -16%, -7%, 0%, -4%, nt, nt, -14, -3%, nt
CCCC(=O)NC(C)C(c1cccs1)N1CCN(c2ccccc2)CC1 (configuration not stated)
  5%, -13%, -1%, -2%, -4%, 1%, 2%, -8, -7%, 8%
CCCC(=O)Nc1ccc(C(=O)N/N=C/c2ccc[nH]2)cc1
  -4%, 20%, -1%, 7%, -2%, 4%, 7%, 14, 18%[46.1 µM], -1%
COc1ccc(C2C(C(C)=O)=C(Nc3ccccc3)CC(C)(O)C2C(C)=O)cc1OC (configuration not stated)
  7%, 29%, -1%, -8%, -7%, -21%, ?, 5, -3%[46.1 µM], -2%
CCOc1ccc2nc(NS(=O)(=O)c3cccs3)sc2c1
  -12%, -6%, 2%, 5%, -3%, ?, -5%, -13, nt, 3%
NC(Cc1ccc(OC(F)F)cc1)C(=O)O (configuration not stated)
  5%, 9%, -2%, 1%, -2%, nt, 2%, 2, -1%, -4%
